Compound activity (PubChem BioAssay)
E coli WT inh – blocks growth of wild type E. coli BW25113. E. coli BW25113 growth inhibition, OD600. inhibition, % at 10 µM. hit rate 0.05% among 20,000. AID 552; in the data active means inhibition above about 40%;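 further: bacteria exposed to compound for 20 hours at 37 °C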
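System: bacterial strain in a whole-cell growth screen; medium: LB broth with 50 µg/mL kanamycin; detection: absorbance at 615 nm; schedule: 20 h exposure, 37 °C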
Active calls of the source: *.

SMILES	E coli WT inh
O=C(c1nc2ncccn2n1)N1CCc2ccccc2C1	-15
Cc1nc(NCc2ccc3c(c2)OCO3)c2oc3ccccc3c2n1	7
CC(=O)Nc1ccc(N/C=C/C(=O)C(C)(C)C)cc1	-15
O=C(O)c1cnn2c1NC(c1ccc(F)cc1)CC2C(F)(F)F (stereo unspecified)	5
O=S(=O)(c1ccc(Br)s1)N1CCN(c2ccccc2)CC1	-1
CCOC(=O)c1cccc(NC(=O)Nc2cc(OC)ccc2OC)c1	-22
CCCc1cc(C(=O)Nc2nccs2)cs1	22
CS(=O)(=O)NCc1ccc(C(=O)NCCOc2ccccc2)cc1	-15
COc1cc(NC(=O)NCCN2CCN(c3ccc(Cl)cc3)CC2)ccc1C	-27
CCCc1cc(C(N)=O)c(NC(=O)c2ccoc2C)s1	-13
CCc1c(C)c2ccc(OCC(=O)OC(C)C)c(C)c2oc1=O	2
COc1ccc(NC(=O)C2Cc3ccccc3C(=O)O2)cc1 (stereo unspecified)	7
COC(=O)C(C#N)C(c1cccnc1)c1c(C)[nH][nH]c1=O (stereo unspecified)	-16
Cc1cccc(C)c1N1CCN(S(=O)(=O)c2ccc(F)cc2)CC1	-25
CCSc1ccccc1C(=O)Nc1cccc(OC)c1	-2
O=S(=O)(Nc1nccs1)c1ccc(NS(=O)(=O)c2cccs2)cc1	-21
CCOC(=O)CC(C#N)c1c[nH]c2ccccc12 (stereo unspecified)	5
CCOC(=O)N1CCC(NC(=O)c2cnn3c2NC(c2ccco2)CC3C(F)(F)F)CC1 (stereo unspecified)	-12
O=S(=O)(Cc1ccccc1)N1CCN(Cc2ccccc2)CC1	7
Cc1cccc(OCC(=O)Nc2cccc(-c3nnc(-c4ccccc4)o3)c2)c1C	-1
O=C(CCC1CCCC1)Nc1ccc(Br)cn1	-20
CCOC(=O)CSc1nnc(CNC(=O)c2cccs2)n1-c1cc(OC)ccc1OC	7
Cn1cnnc1Sc1nc2c(c(=O)n(C)c(=O)n2C)n1Cc1ccccc1Cl	-6
CCOC(=O)Cn1c(CCC(=O)O)ccc1-c1ccc(F)cc1	1
CCCCn1nnnc1SCC(=O)Nc1cccc(C)n1	-2

Grouped by structure, the entries above containing an aryl methoxy group.
SMILES	E coli WT inh
CCOC(=O)c1cccc(NC(=O)Nc2cc(OC)ccc2OC)c1	-22
COc1cc(NC(=O)NCCN2CCN(c3ccc(Cl)cc3)CC2)ccc1C	-27
COc1ccc(NC(=O)C2Cc3ccccc3C(=O)O2)cc1 (stereo unspecified)	7
CCSc1ccccc1C(=O)Nc1cccc(OC)c1	-2
CCOC(=O)CSc1nnc(CNC(=O)c2cccs2)n1-c1cc(OC)ccc1OC	7

Next section:
SMILES	E coli WT inh
CCOCC(=O)Nc1ccc(S(=O)(=O)N2CCOCC2)cc1	-7
Cc1cc(NS(=O)(=O)Cc2ccccc2)no1	-22
CCOc1ccc(CCNS(=O)(=O)c2cccc3nsnc23)cc1OCC	-28
COc1ccccc1Nc1nc(N)nc(CN2CCC(Cc3ccccc3)CC2)n1	-18
C1CCC2(CC1)OCC1(CO2)COC2(CCCCC2)OC1	-17
Cc1cnn(C(=S)NCc2ccco2)c1	-8
O=C(Nc1nnc(-c2ccncc2)s1)C1CCCO1 (stereo unspecified)	1
N#Cc1nc(COc2ccc(Cl)cc2)oc1N1CCCCCC1	5
CCC(Oc1ccccc1)C(=O)Nc1ccc(-c2nnc(-c3ccco3)o2)cc1 (stereo unspecified)	0
COc1ccc(C2=Nn3c(nnc3-c3ccccc3)SC2)cc1OC	15
COC(=O)c1ccccc1NC(=O)c1ccc(NS(C)(=O)=O)cc1	-18
Cc1ccc(C(C(=O)NC2CCCCC2)N2CCOCC2)cc1 (stereo unspecified)	-1
Cn1nnc2cc(C(=O)NCc3ccco3)ccc21	-24
Cc1ccc(NC(=O)c2ccccc2F)nc1	9
Cc1ccc(S(=O)(=O)N2CCN(S(C)(=O)=O)C2c2ccccc2)cc1 (stereo unspecified)	-2
COc1ccc(-c2ncc3ccccn23)cc1	3
CCN1CCCC1CN=Cc1c(O)n(-c2ccccc2)c(=O)c2ccccc12 (stereo unspecified)	4
Cc1ccc(NC(=O)CN(c2ccc3c(c2)OCO3)S(=O)(=O)c2c(C)n[nH]c2C)cc1	7
Cn1c(=O)c2[nH]c(Nc3ccccc3)nc2n(C)c1=O	-11
CCC(C)NCC(=O)Nc1ccc(-c2nc3cc(NC(=O)CNC(C)CC)ccc3o2)cc1 (stereo unspecified)	-13
Cc1nn(-c2ccc(F)cc2)c2nc(N)c(C#N)c(-c3cccs3)c12	-5
CS(=O)(=O)N1CCc2cc(S(=O)(=O)Nc3ccc4oc5c(c4c3)CCCC5)ccc21	2
COc1cccc(NC(=O)CN2CCN(c3ccccc3F)CC2)c1	-7
Cc1c(N=CN2CCOCC2)c(=O)n(C)c(=O)n1C	-5
CC(NC(=O)CSc1nc2ccccc2c(=O)[nH]1)c1ccccc1 (stereo unspecified)	-20
SMILES	E coli WT inh
COc1cc(OC)cc(-n2nnnc2SCC(=O)N2CCCC2)c1	1
Nn1c(CSc2nc3ccccc3o2)nnc1CSc1nc2ccccc2o1	7
COc1cccc(-c2csc(NC(C)=O)n2)c1	0
COc1ccc2nc(NC(=O)C(NS(=O)(=O)c3cccs3)C(C)C)sc2c1 (stereo unspecified)	-2
CN(C)S(=O)(=O)N1CCC(C(=O)O)(c2ccccc2)CC1	-18
NC1=NC2(CCCCC2)n2c(nc3ccccc32)N1	-15
Cc1ccc(-c2nc(=S)c3c(n2Cc2ccco2)CCCC3)cc1	4
COc1ccc(C)cc1-n1nnnc1SC/C(O)=C(\C#N)c1nc2ccccc2[nH]1	3
Clc1ccc(Cn2ncc3c(N4CCOCC4)ncnc32)cc1	6
CC(Sc1nnnn1-c1ccccc1)C(=O)Nc1ccc(Cl)cn1 (stereo unspecified)	1
CCc1ccccc1NC(=O)CN(c1cccc(OC)c1)S(C)(=O)=O	7
CCOC(=O)N1CCN(C(=O)c2ccccc2CCc2ccccc2)CC1	-18
C/C(=C\C(=O)Nc1cc(C)on1)c1ccccc1	6
Cn1cc(C(=O)c2ccccc2)cc1-c1nc2ccccc2n1C	-17
CCOC(=O)C1CCN(S(=O)(=O)c2cccc(-c3cn4ccccc4n3)c2)CC1	-16
C=CCNC(=O)C12CC3CC(C1)CC(C(=O)NCC=C)(C3)C2	-14
CCc1ccc(C2CC(c3cccc(OC)c3)n3nc(N)nc3N2)cc1 (stereo unspecified)	0
O=C(Nc1ccc(F)cc1)N(Cc1ccco1)Cc1cc2cc3c(cc2[nH]c1=O)OCO3	3
O=C(NCC1CCCO1)C1CCCN(Cc2cnn(-c3ccccc3)c2-n2cccc2)C1 (stereo unspecified)	-4
CC(=O)N1CCN(C(C)=O)C1c1ccccc1	4
CNC(=O)CSc1nc2c(c(=O)n(C)c(=O)n2C)n1Cc1ccc(C)cc1	-2
Cc1cccc(C)c1OCc1nnc(SCC(=O)Nc2nccs2)n1-c1ccccc1	-23
COC(=O)c1ccc(COC(=O)c2ccc(N(C)C)cc2)cc1	-8
CCCn1c(=NC(C)=O)c(C#N)cc2c(=O)n3cccc(C)c3nc21	-7
CCC(=O)Nc1ccc2c(c1)ncn2-c1ccccc1OC	-21
SMILES	E coli WT inh
CCOC(=O)c1cnn(-c2cc(C)c3cc(C)cc(C)c3n2)c1N	6
O=C(CSc1nc2ccccc2o1)N1CCN(C(=O)c2ccco2)CC1	-2
Cc1onc(-c2ccccc2)c1C(=O)Nc1nc2c(s1)CCCC2	-11
COc1ccc(-n2c(SCC(=O)c3c(N)n(C)c(=O)n(C)c3=O)nc3ccccc32)cc1	-5
Cc1cc(C)c2c(n1)sc1c(N3CCOCC3)ncnc12	-9
O=C(c1cccc(C(=O)N2CCN(c3ccccc3F)CC2)n1)N1CCN(c2ccccc2F)CC1	-7
CCC(=O)c1ccccc1OCCN1C(=O)NC(C)(C)C1=O	-25
CCOc1cccc(C(=O)Nc2ccccc2OC(F)F)c1	-14
CC(NC(=O)CC12CC3CC(CC(C3)C1)C2)C(=O)O (stereo unspecified)	-21
CCOC(=O)c1cccc(NC(=O)C2CCN(S(=O)(=O)c3cccs3)CC2)c1	4
CCN(c1c(C)n(C)n(-c2ccccc2)c1=O)S(C)(=O)=O	-4
CSc1nc2c(c(=O)n1C)SC(C)C2 (stereo unspecified)	11
c1ccc(-c2csc3ncnc(NCCN4CCOCC4)c23)cc1	18
CC1CCN(CCCNC(=O)c2cn(C)c3ccc(S(=O)(=O)N4CCCC4)cc3c2=O)CC1	-5
Cc1noc(C)c1C(=O)Nc1nc(C23CC4CC(CC(C4)C2)C3)cs1	-26
CCOC(=O)c1c(C)n(CCO)c2ccc(O)cc12	-15
C=CCNS(=O)(=O)c1ccc(OCC(=O)OCC)cc1	-18
COC(=O)CSC1=C(C#N)C(c2ccccc2)CC(=O)N1 (stereo unspecified)	2
O=C(CCCN1C(=O)CCC1=O)Nc1ccc2c(c1)OCO2	-15
Cc1onc(-c2ccccc2)c1C(=O)Nc1cccc2nsnc12	-13
Cc1nc2sc3c(c2c(=O)o1)CCC3	-5
CCCn1c(=NC(C)=O)c(C(=O)OCC)cc2c(=O)n3ccccc3nc21	-16
O=C1CCCC2=C1C(c1ccsc1)CC(=O)N2c1ccccc1 (stereo unspecified)	3
N#Cc1nc(-c2ccco2)oc1NCc1ccco1	8
Cc1ccc(S(=O)(=O)N2CCN(S(=O)(=O)N(C)C)CC2)cc1	18
SMILES	E coli WT inh
Cc1cc(NC(=O)CS(=O)(=O)c2cn(Cc3cccc(F)c3)c3ccccc23)no1	6
COc1ccc(-c2cc(C(=O)Nc3ccc(C)cc3)no2)cc1	8
Cc1nnc(SCC(=O)N2CCC(C(=O)Nc3nccs3)CC2)n1Cc1ccccc1	-1
c1ccc(CC2CCN(Cc3nc(-c4ccccc4)no3)CC2)cc1	-7
CC(C)(C)OC(=O)N[C@H](Cc1ccccc1)C(=O)N1CCC(C(=O)O)CC1	-11
CCCn1cc(SCC(=O)NCc2ccco2)c2ccccc21	1
CC1(C)Cc2cccc(OCC(O)CN3CCN(c4ccccn4)CC3)c2O1 (stereo unspecified)	8
COc1ccc(-c2cc(C(F)(F)F)n3nc(C(=O)O)nc3n2)cc1	-15
CC(C)(C)c1cc(C(=S)N2CCN(CCO)CC2)cc(C(C)(C)C)c1O	-8
Nc1ncnc2nc(SCC(=O)N3CCN(c4ccccc4)CC3)[nH]c12	-19
COc1ccc(Cc2nnc(SCc3nc4ccccc4c(=O)[nH]3)n2C)cc1	-11
CC(=O)Nc1ccc(S(=O)(=O)NCc2csc(-c3cccnc3)n2)cc1	-1
COC(=O)c1c(NC(=O)CN2CCC(C(N)=O)CC2)c2c(C)cccc2n1C	-19
COc1cccc(-c2nc(-c3ccccn3)no2)c1OC	4
O=C(CCc1nc(-c2ccccc2F)no1)NC1CCCCC1	-3
Cc1ccc(C(=O)Nc2ccccc2C(=O)NC2CCCCC2)cc1S(=O)(=O)N1CCOCC1	5
Cc1ccccc1NC(=O)CN(c1ccc(F)cc1)S(C)(=O)=O	-20
C=C(C)C1Cc2c(C)nn(-c3nc(C)cc(C)n3)c2C1 (stereo unspecified)	-3
CC12C(=O)N(n3cnnc3)C(=O)C1C1C=CC2C1 (stereo unspecified)	-15
Cc1ccc2cc3cc(C(=O)NCCN4CCOCC4)oc3nc2c1	-4
CCC(Oc1ccccc1)C(=O)Nc1nc2ccccc2[nH]1 (stereo unspecified)	-8
CCOC(=O)NCc1ccc(Cl)c(Cl)c1	-16
Cc1ccc(C(C)C)c(OCCNS(C)(=O)=O)c1	1
Cn1c(=O)c2c(nc(Br)n2C)n(C)c1=O	-12
Cn1nc(-c2ccc(C(=O)Nc3cccnc3)cc2)c2ccccc2c1=O	-12
SMILES	E coli WT inh
Cc1nc(N)c(C#N)c(-c2cccnc2)c1C	-2
CCc1ccc2c(CN(CC)Cc3nc4ccccc4c(=O)[nH]3)cc(=O)oc2c1	-2
COc1ccc(N2C(=O)CC(NC3CC3)C2=O)cc1 (stereo unspecified)	2
CC1(C)Cc2c(c(N3CCOCC3)nc3sc(-c4ccc(C(=O)O)o4)c(N)c23)CO1	-20
CCOC(=O)N1CCN(C(=O)c2ccc(C)c(S(=O)(=O)Nc3ccccc3)c2)CC1	-24
Cc1ccc(NS(=O)(=O)c2ccc(CCC(=O)O)cc2)cc1	0
CCOC(=O)Nc1ccc(S(=O)(=O)Nc2cc(C)on2)cc1	-19
CCOc1ccccc1NC(=O)Nc1cc(OC)ccc1OC	-12
Cc1ccc(NC(=O)c2cnn(-c3ccccc3)c2NC(=O)c2ccco2)cc1	-24
O=C(C1CCCN1S(=O)(=O)c1ccc(Cl)cc1)N1CCOCC1 (stereo unspecified)	-21
CC(C)(C)n1nnnc1CN(Cc1ccco1)Cc1cc2cc3c(cc2[nH]c1=O)OCO3	-2
COCCNC(=O)c1ccc(CS(=O)(=O)c2ccc(OC)cc2)o1	-5
Cc1ccccc1OCC(=O)N(Cc1nc(-c2ccccc2)no1)C(C)C	-12
Clc1ccccc1CN1CCc2sccc2C1	8
COc1cc(C)c(-c2cc(C(=O)O)c(C)o2)cc1C(C)C	-4
O=C(NCC1COc2ccccc2O1)c1ccc(NC(=O)c2ccco2)cc1 (stereo unspecified)	-11
O=C(C1CCCO1)N1CCN(C(c2ccccc2)c2ccccc2)CC1 (stereo unspecified)	0

Sorted by count of non-hydrogen atoms (ascending): 8 of the compounds above
SMILES	E coli WT inh
CCOC(=O)c1c(C)n(CCO)c2ccc(O)cc12	-15
CCCCn1nnnc1SCC(=O)Nc1cccc(C)n1	-2
Cc1ccccc1NC(=O)CN(c1ccc(F)cc1)S(C)(=O)=O	-20
c1ccc(-c2csc3ncnc(NCCN4CCOCC4)c23)cc1	18
CCc1ccccc1NC(=O)CN(c1cccc(OC)c1)S(C)(=O)=O	7
COC(=O)c1c(NC(=O)CN2CCC(C(N)=O)CC2)c2c(C)cccc2n1C	-19
CCOC(=O)N1CCN(C(=O)c2ccc(C)c(S(=O)(=O)Nc3ccccc3)c2)CC1	-24
O=C(c1cccc(C(=O)N2CCN(c3ccccc3F)CC2)n1)N1CCN(c2ccccc2F)CC1	-7

The list is partial, so the mix of outcomes need not match the whole.
